Screens from PubChem BioAssay.
HP1b binding inh: HTS for Inhibitors of HP1-beta Chromodomain Interactions with Methylated Histone Tails | 0.56% of 390,000 active | AlphaScreen HP1-beta / biotin-H3K9me3 peptide binding | Potency, µM (highest dose often 114 µM), without a hit: at the highest dose activity change, negative = inhibition, hits mostly inhibitors; also: potency is read from the fitted curve at half-maximal effect; nearly all actives have a fitted effect of over 70% in size; inactives centre near 23
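Compound inhibition of the preformed complex between 50 nM HP1-beta and 50 nM biotinylated H3K9me3 peptide was read by AlphaScreen. Buffer was PBS pH 7.4 with 0.01% Tween-20. Incubations ran 30 min at room temperature, with 10 ug/mL donor/acceptor beads.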
ERG Ets-DNA blk: qHTS for Small Molecule Inhibitors of the ERG Ets/DNA interaction; fluorescence polarization, His-ERG Ets domain / labelled DNA; Potency, µM (doses to about 76.9 µM), for the others: at the top dose FP activity, negative = inhibition, actives largely listed as inhibitors; 0.028% of 370,000 active; AID 624246, 2012; active = well fitted inhibition curve with a large enough effect in the polarisation, with a control signal flat; inconclusive = small, poorly fitted or top-dose-only effect, or effect the other way, or a change in a side signal; inactive = no such curve, though single readings can be large or run the other way; the % refers to the polarisation;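 also: polarization taken with two DNA probes labelled with fluorescein and Texas red; potency is read from the fitted curve at half-maximal effect; % of control where 0% means no effect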
Target sequence (P11308 whole entry, looked up, the tested form may be a part): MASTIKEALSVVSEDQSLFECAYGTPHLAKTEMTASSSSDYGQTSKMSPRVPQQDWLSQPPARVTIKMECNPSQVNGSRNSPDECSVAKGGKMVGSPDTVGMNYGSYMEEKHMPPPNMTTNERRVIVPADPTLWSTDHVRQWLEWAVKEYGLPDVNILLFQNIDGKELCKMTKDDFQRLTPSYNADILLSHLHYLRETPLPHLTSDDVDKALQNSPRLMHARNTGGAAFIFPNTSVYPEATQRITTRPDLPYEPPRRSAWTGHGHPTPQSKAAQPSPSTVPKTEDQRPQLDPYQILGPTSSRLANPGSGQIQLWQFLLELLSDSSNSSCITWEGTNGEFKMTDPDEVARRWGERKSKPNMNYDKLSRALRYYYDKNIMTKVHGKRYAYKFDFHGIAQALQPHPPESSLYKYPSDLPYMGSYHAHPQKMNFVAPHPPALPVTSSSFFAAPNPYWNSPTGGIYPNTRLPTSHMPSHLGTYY
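His-tagged ERG Ets domain (1 uM in the protein solution; 300mM KCl, 50mM Tris-HCl, 1mM EDTA, 1mM DTT, pH 7.5) received compound, then a probe mix of 5 nM fluorescein-DNA and 100nM Texas-615-DNA. Fluorescence polarization was read for both dyes.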
PI4K2A inh: qHTS for small molecular inhibitors of PI4K2A. purified PI4K2A, ADP-Glo luminescence, 1 h; active compounds read low. activity change, negative = inhibition, % at 76.9 µM. 0.13% of 420,000 active. AID 1346378, 2018; in the data active = activity change below about -50%; inconclusive = mostly about -30% to -49%;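 also: -100% = wells without enzyme as full effect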
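Compounds are screened against recombinant PI4K2A using PI as substrate and ATP, the latter dispensed at 300 microM. Reactions run one hour at ambient temperature before ADP-Glo detection; full inhibition defined by wells lacking enzyme.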
Pin1 inh: qHTS Assay to Find Inhibitors of Pin1; Peptidyl-prolyl cis-trans isomerase NIMA-interacting 1 (Homo sapiens), Q13526; Potency, µM (series often up to 115 µM), for inactives: at the highest dose activity, negative = inhibition, most hits filed as inhibitors; AID 504891, 2011; 0.009% of 390,000 active; Pin1 FP peptide displacement, HiFluor488, 10 min; active = well fitted inhibition curve with a large enough effect in the polarisation, with a control signal flat, not every such curve was filed as active; inconclusive = small, poorly fitted or top-dose-only effect, or effect the other way, or a change in a side signal; inactive = no such curve, though single readings can be large or run the other way; the % refers to the polarisation; also: potency is read from the fitted curve at half-maximal effect; % is scaled to controls: 0 for no effect and ±100 for the full control effect
Target sequence (Q13526 whole entry, looked up): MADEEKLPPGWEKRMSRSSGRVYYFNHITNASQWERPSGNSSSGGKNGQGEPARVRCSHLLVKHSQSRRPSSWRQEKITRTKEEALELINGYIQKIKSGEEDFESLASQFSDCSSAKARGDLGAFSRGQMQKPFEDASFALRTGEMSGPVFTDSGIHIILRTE
Tb PGK inh: qHTS Assay to Find Inhibitors of Phosphoglycerate Kinase; Phosphoglycerate kinase, glycosomal (Trypanosoma brucei brucei), P07378; PGK/GAPDH coupled, Kinase-Glo luminescence, 60 min; Potency, µM (highest dose often 57.5 µM), inactives show top-dose activity change, negative = inhibition, usual class: inhibitors; 0.043% of 380,000 active; also: potency is read from the fitted curve at half-maximal effect; % is scaled to controls: 0 for no effect and ±100 for the full control effect; nearly all actives have a fitted effect of over 60% in size
Target sequence (P07378 whole entry, looked up): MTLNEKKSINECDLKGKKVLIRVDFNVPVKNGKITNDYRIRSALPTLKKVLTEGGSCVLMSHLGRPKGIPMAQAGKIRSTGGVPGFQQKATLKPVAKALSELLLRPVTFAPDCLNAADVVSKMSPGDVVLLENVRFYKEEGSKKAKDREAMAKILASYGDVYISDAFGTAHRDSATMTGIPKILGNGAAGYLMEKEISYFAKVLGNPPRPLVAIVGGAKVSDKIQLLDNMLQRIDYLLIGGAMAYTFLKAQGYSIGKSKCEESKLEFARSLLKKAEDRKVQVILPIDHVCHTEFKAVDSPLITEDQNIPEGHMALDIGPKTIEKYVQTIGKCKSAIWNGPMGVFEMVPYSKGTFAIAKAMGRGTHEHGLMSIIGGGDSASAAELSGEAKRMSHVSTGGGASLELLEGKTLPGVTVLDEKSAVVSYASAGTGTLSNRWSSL
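Luminescent ATP detection (Kinase-Glo Plus) follows a 60-minute room-temperature incubation, with wells lacking PGK as controls. Buffer: 100 mM TEA (pH 7.6), 5 mM MgCl2, 0.01% Tween-20. Coupling enzyme GAPDH (100 nM final) supplies unstable 1,3-BPG in-well.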
GLS inhibitor: qHTS for Inhibitors of Glutaminase (GLS) | Glutaminase kidney isoform, mitochondrial (Homo sapiens), O94925 | AID 624170, 2012 | Potency, µM (series often up to 45.5 µM), inactives show at the highest dose activity change, negative = inhibition, hits mostly inhibitors | GLS enzymatic activity, qHTS titration | 0.21% of 410,000 active; also: potency is read from the fitted curve at half-maximal effect; % is scaled to controls: 0 for no effect and ±100 for the full control effect
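Assay buffer: 45 mM KH2PO4 pH 8.2, 0.02% Tween-20. hKGA acts on L-glutamine (1 mM solution added); product glutamate is reported by an oxidase/peroxidase Amplex Red coupling, with fluorescence taken at baseline and 30 min.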
G9a block: qHTS Assay for Inhibitors of Histone Lysine Methyltransferase G9a | Histone-lysine N-methyltransferase EHMT2 (Homo sapiens), Q96KQ7 | G9a H3K9 monomethylation, AlphaScreen, 2 h | Potency, µM (doses to about 102 µM), inactives show at the top dose activity, negative = inhibition, hits mostly inhibitors | 8.8% of 350,000 active | AID 504332, 2011; also: potency is read from the fitted curve at half-maximal effect; % is scaled to controls: 0 for no effect and ±100 for the full control effect; nearly all actives have a fitted effect of over 75% in size
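Readings reflect AlphaScreen signal from monomethyl-H3K9 antibody detection. HMT at 20 nM; substrate b-H3K9 500 nM; cofactor SAM 20 uM; 2 h RT reaction; compounds tested as titrations in qHTS with 15 min preincubation.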
JMJD2A Tudor inh: qHTS Assay for Inhibitors of JMJD2A-Tudor Domain; AlphaScreen JMJD2A-Tudor / H3K4me3 peptide binding; Lysine-specific demethylase 4A (Homo sapiens), O75164; Potency, µM (top dose mostly 114 µM), without a hit: at the highest dose activity change, negative = inhibition, usual class: inhibitors; 4.4% of 390,000 active; also: potency is read from the fitted curve at half-maximal effect; % is scaled to controls: 0 for no effect and ±100 for the full control effect; nearly all actives have a fitted effect of over 50% in size
BAZ2B block: qHTS Assay for Inhibitors of BAZ2B. Bromodomain adjacent to zinc finger domain protein 2B (Homo sapiens), Q9UIF8. AlphaScreen BAZ2B-H3K14Ac peptide displacement. Potency, µM (series often up to 114 µM), inactives show at the highest dose activity change, negative = inhibition, hits mostly inhibitors. 4.4% of 360,000 active. AID 504333, 2011; also: potency is read from the fitted curve at half-maximal effect; % is scaled to controls: 0 for no effect and ±100 for the full control effect; nearly all actives have a fitted effect of over 60% in size
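AlphaScreen displacement: compounds (up to 110uM) incubated 30 min at room temperature with a preformed 50 nM BAZ2B/50 nM biotinylated H3K14Ac peptide complex in PBS pH 7.4 with Tween-20. Donor and acceptor beads at 10 ug/mL final added, 20 min light-protected before reading.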
Active calls of the source: *; i = inactive; ? = inconclusive; · = not tested or not shown; & = joins results of further samples; [ ] = dose if it differs, or a comment. Unless noted, calls follow the shape of the dose curve; as a rule, active = well fitted curve in the direction sought with a large enough effect; inconclusive = small, poorly fitted or top-dose-only effect, or another doubt; inactive = no such curve, though single readings can be large; an effect the other way counts as inactive or inconclusive.

SMILES	HP1b binding inh	ERG Ets-DNA blk	PI4K2A inh	Pin1 inh	Tb PGK inh	GLS inhibitor	G9a block	JMJD2A Tudor inh	BAZ2B block
O=C(O)CCCN1C(=O)C(=O)/C(=C(/O)c2ccccc2)C1/C=C/c1ccccc1 (stereo unspecified)	2%	5%	-10	-15%	1%	?	22%[0.501 µM]	45µM*	?
O=C(CSc1nnc(Cn2c(=O)sc3ccccc32)n1-c1ccccc1)N1CCOCC1	42%	2%	?	-5%	-2%	3%	45µM*	5%	9%
CC(=O)N1c2ccc(S(=O)(=O)N(C)Cc3ccco3)cc2CC1C (stereo unspecified)	51%[activator]	2%	-15	1%	-6%	5%	-7%	-20%	?
CCOC(=O)CC1C(=O)NCCN1S(=O)(=O)c1ccc(C)cc1 (stereo unspecified)	38%	7%	4	1%	i	-14%	3%	-13%	-6%
O=C(Cn1c(=O)oc2cc(S(=O)(=O)N3CCOCC3)ccc21)N1CCc2ccccc2C1	50%[activator]	9%	7	3%	i	0%	-4%	-4%	0%
CCc1ccc(-n2c(SCC(=O)N3Cc4ccccc4CC3C(=O)O)nnc2-c2ccncc2)cc1 (stereo unspecified)	46%[activator]	9%	-2	-10%	-12%	8%	·	?	-1%
O=C(COC(=O)c1ccc(F)c(S(=O)(=O)N2CCOCC2)c1)NCc1ccco1	21%	3%	-20	0%	i	7%	-6%	-9%	-10%
CCOC(=O)n1c(=O)n(Cc2ccccc2)c2ccccc21	26%	0%	-2	-2%	0%	9%	25%[59 µM]	6%	1%
Cc1ccc(Cc2cnc(N3C(=N)SC(c4ccccc4)C3=O)s2)cc1 (stereo unspecified)	14%	4%	5	-15%	-3%	9%	2%	?	-4%
COc1ccc(S(=O)(=O)NNc2nc(C)cc(C)n2)cc1[N+](=O)[O-]	7%	10%	-1	2%	-4%	26%	·	-14%	-9%
COc1ccc(-c2nc(N)nc(C(F)(F)F)c2-c2ccccc2OC)c(O)c1	10%	-23%	3	-1%	-10%	0%	-5%	?	-35%
COc1ccc(NC(=O)[C@@H]2CCCN2S(=O)(=O)c2ccccc2F)cc1S(=O)(=O)N1CCCCC1	12%[57 µM]	-1%	5	-4%	-1%	-8%	·	-19%	·
N=c1n(CC(=O)O)c2ccccc2n1Cc1ccccc1Cl	26%	6%	-2	0%	2%	8%	?	-11%	-3%
N#Cc1c(NC(=O)COC(=O)c2ccc(S(=O)(=O)N3CCCC3)cc2)sc2c1CCCCC2	9%	1%	3	0%	-4%	-2%	?	-21%	6%
CCc1nc2ccc(C(=O)NCc3ccco3)cc2nc1CC	25%	-11%	-3	1%	3%	5%	-22%[12.7 µM]	-13%	-38%
COc1ccc(Cn2cc(F)c(=O)n(CCC(C)C)c2=O)cc1[N+](=O)[O-]	10%	2%	-6	-6%	-13%	1%	18%[59 µM]	-27%	3%
CC(C)CC(=O)Nc1nnc(S(=O)(=O)Nc2ccccc2)s1	24%	0%	-3	3%	-6%	6%	27%[0.501 µM]	-6%	-7%
CC1Sc2ccc(S(=O)(=O)CCC(=O)N3CCN(c4ccccc4F)CC3)cc2NC1=O (stereo unspecified)	16%	12%	-4	-4%	-8%	-2%	-5%	-15%	-13%[57.1 µM]
Cc1ccc(SCCNC(=O)/C=C/c2ccccc2Cl)cc1	78%[activator]	-3%	11	5%	i	-10%	21%	29%	9%
Cc1cccc(-n2nnc(C(=O)NCc3ccc4c(c3)OCO4)c2N)c1	26%	-3%	3	0%	0%	10%	0%	-24%	-5%
COc1cc2c(cc1OC)C(C)N(S(=O)(=O)c1cccs1)CC2 (stereo unspecified)	27%	-4%	-4	39%[activator]	-3%	2%	-6%	-8%	2%
CCc1ccc2occ(CC(=O)NCc3ccccc3)c2c1	57%[activator]	0%	-1	-1%	-19%	-3%	14%[59 µM]	13%	42%[activator]
CCOc1ccccc1NC(=O)CN1Cc2ccccc2C1=O	-12%	2%	2	-10%	-2%	-3%	5%[59 µM]	-16%	4%
Nc1nc(N2CCN(Cc3ccccc3)CC2)n[nH]1	30%	35µM*	-4	2%	6%	4%	19%[59 µM]	-7%	-9%
COn1c(SC(C)C)nc2ccccc2c1=O	15%	-3%	10	3%	7%	4%	1%[12.7 µM]	11%	7%
(further entries)
SMILES	HP1b binding inh	ERG Ets-DNA blk	PI4K2A inh	Pin1 inh	Tb PGK inh	GLS inhibitor	G9a block	JMJD2A Tudor inh	BAZ2B block
O=C(CNC(=O)c1ccccc1F)N/N=C/c1cccs1	27%	-4%	7	?	4%	3%	8%	-17%	1%
S=C1SCN(CC2CC2)CN1CC1CC1	26%	-9%	0	10%	-3%	3%	-27%	-9%	?
CCOc1cccc2sc(Nc3nc4ccc(NC(C)=O)cc4s3)nc12	50%[activator]	-1%	-3	14%	1%	-2%	?	6%	-9%
O=C(CNC(=O)c1ccccc1)NCCc1nc2ccccc2[nH]1	15%	-1%	-10	5%	-1%	4%	-11%[12.7 µM]	-13%	4%
Cc1cc(C)c2c(CC(=O)N(Cc3ccc(N(C)C)cc3)Cc3ccco3)coc2c1	?	-2%	0	11%	0%	-9%	11µM*	13µM*	10µM*
CN(C(=O)c1ccc(NC(=O)Cc2cccc([N+](=O)[O-])c2)cc1)C1CC1	81%[activator]	0%	-3	-2%	-10%	8%	2%[0.501 µM]	-18%	7%
COCCCNC(=O)C[C@H]1C[C@H](C(=O)N2CCCCC2)[C@@]2(C)c3[nH]c4ccc(Cl)cc4c3CCN2C1=O	42%[activator]	4%	-3	1%	i	-2%	·	-21%	·
Fc1ccc(-n2c(-c3ccco3)nc3nc4ccccc4nc32)cc1	31%	6%	7	11%	-7%	0%	?	-12%	13%
COc1ccccc1CNS(=O)(=O)CCNC1CC1	38%	0%	-6	8%	1%	16%	·	-4%	·
Cc1nnc(SCC2=C(C(=O)O)N3C(=O)C(NC(=O)C(C)n4nc(C(F)(F)F)cc4C)C3SC2)s1 (stereo unspecified)	25%	9%	-7	?	-21%	-13%	?	63µM*	50µM*
Cc1ccc(NC2=NC(C(=O)Nc3ccc(C)c(C)c3)CC(=O)N2)cc1 (stereo unspecified)	39%[activator]	1%	2	2%	-4%	10%	6%[12.7 µM]	-16%	3%
CC1CCCC(C)N1C(=O)Cn1c(SCC(=O)Nc2ccc3c(c2)OCO3)nc2ccccc21 (stereo unspecified)	1%	-4%	10	1%	·	-5%	-1%	-24%	-36%
CCOc1ccc(CCNC(=O)COC(=O)COc2ccccc2C)cc1OCC	20%	-7%	-3	-6%	i	-14%	-24%	-7%	7%
COc1ccccc1CNC(=O)CN(C)CC(=O)Nc1ccccc1Br	38%[activator]	7%	-3	5%	i	0%	·	-1%	·
COc1cccc(C2=CC(=O)CC(C)(C)C2)c1OC	42%[activator]	-11%	0	-2%	1%	1%	8%[0.501 µM]	-6%	10%
N#Cc1cccc(Nc2c3c(nc4ccccc24)CCC3)c1	30%[57 µM]	6%	-2	8%	2%	7%	-18%	-11%	0%
CCc1ccc(C(=O)CN2CCSC2=N)cc1	2%	5%	4	5%	0%	-1%	?	?	?
CSC(=NC1CCCCC1)NS(=O)(=O)c1ccccc1	24%&37%	-2%&-4%	-1&9	9%&-6%	0%&-1%	2%&12%	?	6%&13%	3%
O=C(NC(=S)Nc1ccc(S(=O)(=O)N2CCCCC2)cc1)c1ccc(Cl)cc1	-13%	-11%	-5	3%	i	1%	-28%[59 µM]	-25%	-23%
COc1ccc(NC(=O)CN(c2ccccc2)S(=O)(=O)N(C)C)cc1OC	3%	·	-10	?	-14%	3%	-19%[59 µM]	?	?
Cc1oc(-c2cccc(Cl)c2)nc1CN1CCC(C(=O)NCCCN2CC(C)CC(C)C2)CC1 (stereo unspecified)	-6%[57 µM]	15%	4	-9%	-5%	2%	-11%	-27%	-12%
CN(CC(=O)N1CCOCC1)S(=O)(=O)c1cc(Cl)ccc1Cl	7%	-4%	-19	1%	-3%	1%	18%	2%	-31%
CC(=C1C(=O)c2ccccc2C1=O)N1CCN(C/C=C/c2ccccc2)CC1	0%	-3%	5	1%	-3%	-7%	?	-23%	?
Cc1ccc(CNC(=O)CCC2CCCN(Cc3cccc4c3OCO4)C2)o1 (stereo unspecified)	-8%	-2%	-2	-15%	-2%	-1%	-8%	-27%	-19%
COc1ccccc1CNC(=O)CCN=C1NS(=O)(=O)c2ccccc21	51%[activator]	19%	4	-6%	-5%	-3%	-5%[59 µM]	-10%	13%
COc1ccc(CN2CCN(C(=O)c3cc(C4CC4)nn3-c3ccccc3)CC2)cc1F	16%	2%	-4	?	-8%	3%	-5%[59 µM]	-16%	-24%

No enrichment for hits (roughly 11% active in at least one column).
